Bioassay records (PubChem)
PMI inhibitors: inhibitors of human PMI, primary screen, biochemical, fluorescence intensity, coupled assay (AID 1209); purified PMI enzyme, coupled fluorescence intensity; higher % means a stronger effect; one-dose inhibition, % at 20 µM; IC50 in µM for titrated hits; 0.42% of 190,000 active;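 note: plate controls were DMSO vehicle for no effect and wells lacking substrate for full effect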
XIAP displacement: XIAP antagonists, biochemical, IAP family, fluorescence polarization (AID 1018). 0.007% of 200,000 active. XIAP BIR domain, fluorescence polarization peptide displacement; higher % means a stronger effect. one-dose displacement, % at 20 µM; IC50 in µM for titrated hits; in the data active = displacement above about 50%; note: a part of the inactive calls stands beside numbers as strong as those of hits
P. falciparum M1AAP: P. falciparum M1AAP inhibitors, biochemical, fluorogenic H-Leu-NHMec substrate, 1536-well (AID 1445) | recombinant M1AAP, H-Leu-NHMec fluorogenic kinetic assay; higher % means a stronger effect | inhibition, % at 30 µM, or IC50 in µM where a hit was titrated | 0.42% of 220,000 active;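 active = primary inhibition above the hit cutoff, then over 50% inhibition at one or more dose response concentrations, cut at about 23% in these data, passing the limit was not always enough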;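 note: plate controls were DMSO full reaction for no effect and no enzyme background for full effect; strong numbers were not always called active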
P. falciparum M17LAP: P. falciparum M17LAP inhibitors, primary screen, biochemical, fluorogenic H-Leu-NHMec substrate, 1536-well (AID 1619). recombinant M17LAP, H-Leu-NHMec fluorogenic kinetic assay; higher % means a stronger effect. inhibition, % at 30 µM; hits with a dose series show IC50 in µM. 0.38% of 220,000 active;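 active = compound inhibiting the enzyme by more than half at any dose during confirmatory dose-response retesting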;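 note: plate controls were full reaction with DMSO carrier for no effect and no enzyme background for full effect; strong numbers were not always called active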
TNAP activators: stimulation of alkaline phosphatase TNAP activity – biochemical, luminescent, no phosphate acceptor, uHTS, primary screen (AID 1001) | purified TNAP, luminescent activation assay, no phosphate acceptor; higher activation fold means a stronger effect | one-dose activation fold at 20 µM; EC50 in µM for titrated hits | 0.03% of 200,000 active; in the data active = activation fold from about 3, or a potency from the dose series; inactive = the rest, 99 in 100 with activation fold below about 1.6; note: many of its hits are not listed in these tables
Hep lipid drop: hepatic lipid droplet formation modulation; AML12 mouse hepatocytes, oleate lipid droplets, BODIPY imaging; inhibition, % at 6.5 µM; 0.4% of 240,000 active;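 active = lipid droplet intensity inhibited by at least 50%, with more than 500 cells counted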
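Technique: fluorescence imaging, 20x objective, two fields per well / Assay system: AML12 hepatocytes (mouse) / Measure: % inhibition of lipid droplet signal / Doses: 6.5 µM single-point dosing / Incubation: overnight exposure / Reagent: 100 µM oleic acid challenge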
Siah-1 displacement: blockers of Siah-1 interaction with plectin peptide – biochemical, fluorescence polarization, rhodamine-plectin, uHTS, primary screen (AID 1817) | displacement, % at 20 µM; hits with a dose series show IC50 in µM | 0.02% of 290,000 active | Siah-1 / rhodamine-plectin peptide fluorescence polarization; higher % means a stronger effect;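 active = displacement of at least 50% at 20 µM, with a fluorescence ratio check between 0.3 and a set limit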;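 note: plate controls were Siah plus tracer with DMSO for no effect and tracer alone without Siah for full effect; strong numbers were not always called active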
PMI inhibition: MPI inhibition at elevated mannose 6-phosphate – biochemical, fluorescence intensity, high mannose 6-phosphate, primary screen (AID 1220) | recombinant PMI enzyme, coupled fluorescence intensity; higher % means a stronger effect | inhibition, % at 20 µM, or IC50 in µM where a hit was titrated | 0.66% of 190,000 active
K1F lysis inhibition: protection from phage-mediated lysis, alamar blue read-out – E. coli UTI89, K1F phage, bacterial capsule biogenesis inhibitors (AID 488966); 0.02% of 340,000 active; inhibition, % at 100 µM; hits with a dose series show IC50 in µM; E. coli UTI89 K1F phage lysis, alamar blue, 2 h; higher % means a stronger effect;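 active = phage lysis inhibition, versus mean bacterial control, above a set limit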;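 note: capsule biogenesis inhibitors block K1F phage lysis so surviving cells raise fluorescence; higher fluorescence means more inhibition of phage lysis; actives were called in the ten point dose series up to 300 µM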
Hep lipid drop cells 6.5 µM: recorded beside Hep lipid drop, whose call it bears; cell count; measured here: cell count, cytotoxicity flag;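 cells counted across two imaged fields per well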
Starred values were filed as active, the others as inactive; . = not tested or not shown; [ ] = dose if it differs, or a comment. Cut-off read from the data, not from the text of the source, unless noted: active = inhibition above about 50%; inactive = the rest.

SMILES	PMI inhibitors	XIAP displacement	P. falciparum M1AAP	P. falciparum M17LAP	TNAP activators	Hep lipid drop	Hep lipid drop cells 6.5 µM	Siah-1 displacement	PMI inhibition	K1F lysis inhibition
COc1cccc(OC)c1C(=O)OCC(=O)Nc1cccnc1Cl	-4%	-5.8%	5%	-1%	1	-1	691	-5%	-9%	0.3%
Cc1ccc(/C=C/C(=O)N2CCCC(C(N)=O)C2)o1 (stereo not given)	.	.	3%	6%	.	-4	754	-4%	.	0.2%
O=C(CP(=O)(O)CC(=O)c1ccccc1)c1ccccc1	-14%	-2.5%	2%	11%	1.1	11	699	4%	-11%	-0.9%
Cc1ccc(NC(=O)c2noc3c2CCCCC3)cc1	-4%	-3.1%	3%	15%	1.1	.	.	-1%	-6%	5.7%
O=C1CCCN1CN(C(=O)c1ccccc1)c1ccccc1	11%	-3.3%	-4%	3%	1	-4	778	0%	12%	-0.1%
CCCN1CCN(CCCNC(=O)CCNC(=O)Cn2ccc3ccccc3c2=O)CC1	4%	-5.6%	15%	15%	1.1	1	744	-1%	-4%	-0.1%
CCOc1cc2[nH]c(=S)n(C3CCN(Cc4ccccc4)CC3)c(=O)c2cc1OCC	-17%	-4.1%	1%	-1%	1.1	21	767	4%	-10%	-0.1%
OCCN1CCN(CC(O)COCCOc2ccc(Br)cc2)CC1 (stereo not given)	-40%	-6.2%	2%	-10%	1	-14	730	-3%	-39%	1.0%
OCC#CCSc1nnc(-c2ccncc2)o1	-1%	-5.3%	0%	-4%	1.1	-5	747	0%	-24%	0.1%
COCCCNC(=O)c1ccc([N+](=O)[O-])c(Cl)c1	3%	-1.6%	0%	5%	1.1	-46	677	-1%	-2%	1.3%
Cc1ccc(S(=O)(=O)NCC(=O)NCc2ccncc2)cc1	-4%	-3.0%	8%	12%	1.1	-16	747	-1%	-1%	0.3%
O=C(CSc1nnc(-c2ccc(O)cc2)n1-c1ccccc1)CC(=O)Nc1ccccc1	-3%	-1.9%	-4%	15%	1.1	0	434	5%	-14%	0.4%
O=C(C1CCCN(S(=O)(=O)Cc2ccccc2)C1)N1CCc2ccccc21 (stereo not given)	9%	-11%	3%	-1%	1.1	7	815	-2%	-1%	-3.5%
COc1ccc(OC(C)=O)c(C2c3cc(OC)c(OC)cc3CCN2C(C)=O)c1 (stereo not given)	-7%	-1.3%	-1%	-5%	1.1	.	.	2%	-7%	0.9%[50 µM]
O=C1NC(CCc2ccccc2)C(=O)N1CCOc1ccccc1 (stereo not given)	-5%	-5.5%	5%	-4%	1.1	5	701	-1%	-4%	0.4%
COc1ccccc1C(=O)N1CCC(N2CCN(c3ccccc3)CC2)CC1	.	.	3%	5%	.	-4	733	1%	.	-1.4%
O=C(N[C@@H](Cc1c[nH]c2ccccc12)C(=O)O)c1ccccc1Cl	1%	-2.5%	-3%	11%	1.1	-4	688	7%	4%	0.3%
CCN(CC(=O)Nc1cccc(C(C)=O)c1)S(=O)(=O)c1ccc(OC)cc1	11%	-1.9%	6%	-5%	1.1	3	753	2%	6%	0.3%
COc1ccc(N(CC(=O)NCCC2=CCCCC2)S(C)(=O)=O)cc1	8%	-6.7%	3%	6%	1.1	-3	814	-1%	-1%	4.5%
CCCOC(=O)c1cccc(Nc2nc(-c3cccnc3)nc3ccccc23)c1	3%	-1.7%	13%	-1%	1.1	0	525	2%	-7%	0.1%
CCOc1ccc2nc(SC(CC)C(=O)Nc3cc(C)on3)sc2c1 (stereo not given)	7%	-0.4%	-3%	-4%	1.1	.	.	1%	7%	1.6%
CCN(CC)CCN(Cc1cc2cccc(C)c2[nH]c1=O)C(=S)Nc1ccccc1	12%	-5.1%	6%	4%	1	-2	707	-7%	11%	0.0%
O=C(Nc1ccc2c(c1)CCC2)c1ccc(Cl)nc1	4%	-3.4%	13%	1%	1.1	0	717	-3%	2%	-0.3%
Cn1c(=O)oc2cc(S(=O)(=O)N3CCC(C(=O)Nc4ccc(OC(F)(F)F)cc4)CC3)ccc21	-2%	-6.9%	4%	2%	1.1	-5	661	8%	-1%	14%
O=C(CCC1CCCC1)Nc1ccc(C(=O)NCc2cccnc2)cc1	-22%	-6.4%	1%	-2%	1.1	-4	685	-2%	-9%	0.3%

Some of these compounds in order of their number in PMI inhibitors, lowest first:
Structure	PMI inhibitors	XIAP displacement	P. falciparum M1AAP	P. falciparum M17LAP	TNAP activators	Siah-1 displacement	PMI inhibition
Cc1ccc(NC(=O)c2noc3c2CCCCC3)cc1	-4%	-3.1%	3%	15%	1.1	-1%	-6%
OCC#CCSc1nnc(-c2ccncc2)o1	-1%	-5.3%	0%	-4%	1.1	0%	-24%
O=C(Nc1ccc2c(c1)CCC2)c1ccc(Cl)nc1	4%	-3.4%	13%	1%	1.1	-3%	2%
CCOc1ccc2nc(SC(CC)C(=O)Nc3cc(C)on3)sc2c1 (stereo not given)	7%	-0.4%	-3%	-4%	1.1	1%	7%

Back to the main list, starting two compounds before the break.
SMILES	PMI inhibitors	XIAP displacement	P. falciparum M1AAP	P. falciparum M17LAP	TNAP activators	Hep lipid drop	Hep lipid drop cells 6.5 µM	Siah-1 displacement	PMI inhibition	K1F lysis inhibition
Cn1c(=O)oc2cc(S(=O)(=O)N3CCC(C(=O)Nc4ccc(OC(F)(F)F)cc4)CC3)ccc21	-2%	-6.9%	4%	2%	1.1	-5	661	8%	-1%	14%
O=C(CCC1CCCC1)Nc1ccc(C(=O)NCc2cccnc2)cc1	-22%	-6.4%	1%	-2%	1.1	-4	685	-2%	-9%	0.3%
O=C(NCCC1=CCCCC1)NC12CC3CC(CC(C3)C1)C2	8%	-7.1%	3%	8%	1.2	-10	757	-3%	17%	0.5%
CCCN1CNC(=S)N(c2ccccc2OCC)C1	-10%	-3.0%	3%	9%	1	-11	564	3%	-27%	0.2%
Cc1sc(NC(=O)CSc2nnnn2C)c(C#N)c1C	5%	13%	2%	14%	1.1	1	653	5%	5%	0.0%
COc1ccc(CC(=O)Nc2cccc(SC)c2)cc1OC	-5%	-2.8%	-1%	-5%	1.2	-6	681	5%	1%	0.3%
COc1ccc(C2Oc3ccccc3C3=C2C(c2cccs2)n2ncnc2N3)cc1 (stereo not given)	15%	-12%	8%	1%	0.9	-12	774	0%	10%	0.0%
CN(C)C(=S)Nc1cccc(-c2n[nH]c(=S)o2)c1	16%	-3.0%	4%	4%	1	-11	710	-1%	5%	1.2%
Cc1cc(OCCCCCN2CCCC2)ccc1Cl	6%	-2.8%	-6%	-5%	1	-20	696	0%	6%	0.3%
COC(=O)c1c(C)oc(C)c1S(=O)(=O)NCc1cccs1	.	.	1%	6%	.	-3	628	4%	.	-0.4%
O=C(NCCN1CCN(Cc2ccccc2)CC1)Nc1cc(Cl)cc(Cl)c1	.	.	7%	3%	.	-1	697	11%	.	-1.2%
Cc1ccnc(NC(=O)CCC(=O)N(CC(=O)NCc2ccccc2)c2ccc3c(c2)OCO3)c1	-8%	-5.5%	-2%	27%	1.1	-3	752	0%	-10%	-0.2%
O=C(O)CCCc1nc(-c2ccccc2)no1	4%	-1.3%	0%	6%	1.1	-3	639	0%	6%	0.7%
CCc1ccccc1N1C(=O)[C@@H]2Cc3ccccc3CN2C1=O	.	.	3%	11%	.	-5	662	13%	.	-1.2%
COC(=O)CC1C(=O)NCCN1C(=O)CSc1nc2ccccc2o1 (stereo not given)	-22%	-3.7%	8%	15%	1.1	-21	600	-1%	-16%	0.5%
COCCNC(=O)c1cc(-c2cccnc2)nc2ccc(Br)cc12	-5%	-4.5%	2%	14%	1	.	.	-1%	-6%	0.3%
CC(C)(C)NC(=O)C(c1cccs1)N(C(=O)C(=O)NC1CCCC1)c1ccccc1F (stereo not given)	5%	-0.2%	.	.	1.1	5	692	6%	-1%	0.4%
CC(C)(C)c1cnnn1-c1ccc(-c2csc(N)n2)cc1	16%	-3.0%	6%	-7%	1	18	674	-2%	14%	0.1%
CCn1c(SCC(=O)Nc2cccc(NC(=O)c3ccco3)c2)nnc1-c1cccs1	4%	-1.4%	2%	15%	1.1	-10	738	-3%	-6%	0.3%
CC(NC(=O)COC(=O)/C=C/c1ccc([N+](=O)[O-])cc1)c1ccccc1 (stereo not given)	12%	1.2%	7%	-3%	1.1	18	635	-3%	0%	4.2%
Cc1ccccc1C(=O)N1CCN(c2ccccn2)CC1	-7%	-7.7%	2%	2%	1.1	-21	787	0%	-3%	1.2%
Cc1cccc2[nH]c(CN(C)Cc3nc(CC4CC4)no3)nc12	7%	-6.3%	0%	-6%	1	-22	646	17%	4%	0.3%
O=C(NCCO)C(O)C(O)C(=O)NCCO (stereo not given)	-4%	-4.3%	-3%	2%	1.1	-4	669	-4%	0%	-0.7%
Nc1n[nH]c(-c2cccc([N+](=O)[O-])c2)n1	-7%	-1.0%	7%	12%	0.8	19	683	10%	-3%	1.6%
COc1ccc(-c2nc(-n3c(C)c(C(C)=O)c(C(C)=O)c3C)sc2C)cc1	7%	-5.6%	6%	-134%	1.1	.	.	0%	8%	0.0%
Cc1ccc2[nH]c(=O)c(CN(Cc3ccccc3)C(=S)NCCCN(C)C)cc2c1	.	-6.1%	19%	10%	1	-3	692	4%	.	-0.1%
Cc1cc(C)n(CCN(C)C(=O)CCc2nnc(CCC3CCCCC3)o2)n1	1%	-5.5%	-2%	2%	1.1	-9	711	5%	3%	0.2%

The results go on.
SMILES	PMI inhibitors	XIAP displacement	P. falciparum M1AAP	P. falciparum M17LAP	TNAP activators	Hep lipid drop	Hep lipid drop cells 6.5 µM	Siah-1 displacement	PMI inhibition	K1F lysis inhibition
O=C(Nc1ccccc1C(=O)NCc1ccco1)Nc1cccc2ccccc12	0%	2.3%	-1%	-5%	1.3	1	658	-1%	20%	0.8%
COc1ccc(NC(=O)CSc2nnc(-c3ccccn3)n2-c2ccccc2)cc1OC	2%	-2.7%	9%	0%	1.1	12	755	5%	-3%	6.3%
O=C1CCCN1CN(C(=O)c1ccccc1)c1ccc(F)cc1	0%	-10%	-1%	-4%	1	.	.	5%	6%	0.3%
CC(=O)N1c2ccccc2Nc2ccccc21	-6%	1.9%	-3%	-3%	1.1	.	.	11%	-4%	6.5%
CN(C)C=Nc1nonc1N	-6%	-7.0%	1%	10%	1	22	596	-3%	2%	2.0%
COc1cc(NC(=O)Cc2cccs2)ccc1-n1cnnn1	13%	-2.0%	4%	-7%	1.1	6	707	-1%	7%	0.3%
CC1(C)CC(=S)Nc2ccccc2S1	42%	-4.9%	0%	7%	0.9	10	758	16%	18%	0.4%
COc1ccc(CCNS(=O)(=O)c2ccc3oc(C(=O)O)c(C)c3c2)cc1OC	-15%	0.5%	2%	30%	1.1	0	719	6%	-15%	-1.8%
CCOc1cc(C2NC(=O)NC(O)(C(F)(F)F)C2C(=O)c2ccc(OC)cc2)ccc1O (stereo not given)	-3%	-3.3%	1%	1%	1.1	.	.	-1%	-3%	0.7%
CC1CN(C(=O)c2ccccc2NS(=O)(=O)c2cccc([N+](=O)[O-])c2)CC(C)O1 (stereo not given)	-2%	-6.4%	2%	21%	1.1	17	674	-2%	3%	0.2%

No enrichment for hits (roughly 1.9% active in at least one column).
